# Assay outcomes as filed in PubChem.
# POLH inh: DNA polymerase eta (human) inhibition; Q9Y253; recombinant Pol eta, fluorescent DNA replication assay; Potency, µM (highest dose often 114 µM), inactives show at the highest dose activity change, negative = inhibition, most hits filed as inhibitors; hit rate 1.2% among 390,000; AID 588591; further: potency means the concentration at half of the fitted maximal effect; on the % scale 0 is the no-effect control and ±100 the full control effect
#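 Pol eta at 10 nM preincubated with compounds 15 min at room temperature; reaction started with fluorescent substrate (50 nM final) and read kinetically at 0 and 10 min.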
# Apoferritin bind: candidate novel general anesthetic via apoferritin binding; apoferritin/1-aminoanthracene competitive binding, fluorescence; Potency, µM (doses to about 77.5 µM), without a hit: at the highest dose activity change, negative = displacement, hits mostly inhibitors; hit rate 0.074% among 350,000; further: potency means the concentration at half of the fitted maximal effect; on the % scale 0 is the no-effect control and ±100 the full control effect; nearly all actives have a fitted effect of over 20% in size
# Target sequence (P02791 2-175 limits assumed): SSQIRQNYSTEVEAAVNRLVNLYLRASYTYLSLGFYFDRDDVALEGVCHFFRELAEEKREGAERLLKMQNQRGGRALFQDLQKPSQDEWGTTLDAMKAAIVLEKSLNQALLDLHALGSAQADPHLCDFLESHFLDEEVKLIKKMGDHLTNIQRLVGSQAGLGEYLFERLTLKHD
#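 Steps: apoferritin (10 uM) was premixed with half-saturated 1-AMA in PBS, compounds were pin-transferred, plates stood 10 min at room temperature, fluorescence was read at 380/535 nm, and curves were fitted with a Hill equation.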
# Pol beta inh: DNA polymerase beta (human) inhibition; P06746; Potency, µM (series often up to 114 µM), inactives show at the highest dose activity change, negative = inhibition, hits mostly inhibitors; hit rate 1.3% among 340,000; Pol beta primer extension/strand displacement, fluorescence kinetic; further: potency means the concentration at half of the fitted maximal effect; on the % scale 0 is the no-effect control and ±100 the full control effect
#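 Values derive from four-parameter Hill fits of normalized kinetic data: reads at 0 and 10 min following addition of 50 nM substrate to 10 nM Pol beta preincubated 15 min with compound.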
# BLM inh: Bloom syndrome helicase (human) inhibition | P54132 | recombinant BLM DNA unwinding, fluorescence dequenching | Potency, µM (titrated, usually from 56.1 µM), for inactives: at the highest dose activity change, negative = inhibition, most hits filed as inhibitors | hit rate 0.2% among 350,000 | AID 2528;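 further: potency means the concentration at half of the fitted maximal effect; plate controls were vehicle for no effect and no enzyme for full effect; nearly all actives have a fitted effect of over 35% in size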
# POLI inh: DNA polymerase iota (human) inhibition; Pol iota fluorescent replication assay, 10 min; Potency, µM (highest dose often 115 µM), for the others: top-dose activity, negative = inhibition, actives largely listed as inhibitors; hit rate 1% among 390,000; further: potency means the concentration at half of the fitted maximal effect
#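 Fluorescent replication assay read twice, at 0 min and 10 min after adding 50 nM (final) substrate. Enzyme (10 nM) and compounds were first incubated 15 min at room temperature; enzyme-free buffer wells were negative controls.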
# LDHA block: LDHA (human) enzyme inhibition; activity change, % (values are at about 110 or 230 µM); AID 1347041; hit rate 0.15% among 480,000; P00338; purified LDHA, NADH/diaphorase-resazurin fluorescence; hits give low values; in the data active means activity change below about -30%; inconclusive means mostly about -25% to -30%;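 further: plate controls were DMSO wells for no effect and wells without enzyme for full effect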
#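 Human LDH5 at 2 nM final in Tris HCl pH 7.4 with 0.06 mM NADH and 0.2 mM pyruvate, reacted 5 minutes at room temperature. Remaining NADH coupled via diaphorase/resazurin; resorufin fluorescence read at 0 and 20 minutes, normalized to enzyme-free and DMSO wells.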
# Glioma ERSR ind: inducers of ER stress response in human glioma cells; U87-MG GRP78 promoter luciferase reporter, 16 h; Potency, µM, inactives show at the highest dose activation, actives largely listed as activators; hit rate 0.02% among 420,000; further: potency means the concentration at half of the fitted maximal effect; series mostly up to about 76 µM; % of control where 0% means no effect; nearly all actives have a fitted effect of over 35% in size
#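 Stably transfected U87-MG glioma cells carrying a GRP78-based luciferase sensor; 16 h compound incubation. Luminescence end-point read 10 min after Bright-Glo addition at room temperature.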
# APE1 inh: APE1 (human) endonuclease inhibition; P27695; recombinant APE1, TAMRA/BHQ-2 abasic DNA cleavage fluorescence; Potency, µM (highest dose often 65.8 µM), inactives show top-dose activity change, negative = inhibition, actives largely listed as inhibitors; hit rate 0.35% among 350,000; AID 2517;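 further: potency means the concentration at half of the fitted maximal effect; plate controls were vehicle for no effect and reference inhibitor for full effect; nearly all actives have a fitted effect of over 55% in size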
#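 Step 1: APE1 (0.75 nM) with compound, 15 min RT. Step 2: add 50 nM fluorophore/quencher THF duplex. Step 3: three fluorescence reads 60 s apart (525/598 nm); read 3 minus read 1 = reaction progress.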
# POLK inh: inhibitors of human DNA polymerase kappa; purified Pol kappa, fluorescent DNA synthesis assay, 10 min; Potency, µM (highest dose often 107 µM), inactives show top-dose activity, negative = inhibition, actives largely listed as inhibitors; hit rate 0.53% among 400,000; further: potency means the concentration at half of the fitted maximal effect; on the % scale 0 is the no-effect control and ±100 the full control effect
# Target sequence (Q9UBT6 whole entry, looked up): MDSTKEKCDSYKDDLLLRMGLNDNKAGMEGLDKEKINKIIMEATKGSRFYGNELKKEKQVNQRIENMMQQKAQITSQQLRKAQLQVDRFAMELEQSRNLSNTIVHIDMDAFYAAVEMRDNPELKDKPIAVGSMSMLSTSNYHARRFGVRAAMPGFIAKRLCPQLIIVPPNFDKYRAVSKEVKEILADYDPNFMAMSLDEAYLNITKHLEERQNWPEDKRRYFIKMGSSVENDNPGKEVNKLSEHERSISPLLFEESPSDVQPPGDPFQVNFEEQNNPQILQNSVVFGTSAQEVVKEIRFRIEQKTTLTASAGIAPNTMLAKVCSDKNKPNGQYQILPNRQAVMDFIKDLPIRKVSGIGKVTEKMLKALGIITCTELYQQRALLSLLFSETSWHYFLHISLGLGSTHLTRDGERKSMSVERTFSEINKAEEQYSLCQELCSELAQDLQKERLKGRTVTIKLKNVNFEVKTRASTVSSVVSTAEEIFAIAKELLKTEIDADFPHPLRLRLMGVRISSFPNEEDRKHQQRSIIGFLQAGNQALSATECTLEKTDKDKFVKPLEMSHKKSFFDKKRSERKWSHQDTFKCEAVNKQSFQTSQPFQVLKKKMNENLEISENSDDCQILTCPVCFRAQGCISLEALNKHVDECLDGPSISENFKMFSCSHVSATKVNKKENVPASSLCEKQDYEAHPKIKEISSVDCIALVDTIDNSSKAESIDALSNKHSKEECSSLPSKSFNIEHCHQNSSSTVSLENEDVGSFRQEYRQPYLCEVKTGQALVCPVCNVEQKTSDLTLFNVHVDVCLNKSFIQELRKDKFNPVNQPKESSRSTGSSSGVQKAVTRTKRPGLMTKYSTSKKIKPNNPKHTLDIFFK
#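 10 nM Pol kappa preincubated 15 min at room temperature with compounds, then reaction started with substrate at 50 nM final. Fluorescence read kinetically at 0 and 10 min; buffer-only wells served as negative control.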
# An asterisk follows results filed as active; u = inconclusive; x = no result given; [ ] = another dose, or the depositor's remark. Unless noted, the call rests on the fitted dose curve; in most records, active means well fitted curve in the direction sought with a large enough effect; inconclusive means small, poorly fitted or top-dose-only effect, or another doubt; inactive means no such curve, though single readings can be large; an effect the other way counts as inactive or inconclusive. Only part of the results is shown; rates above refer to the full screens.
no.	Molecule	APE1 inh	POLK inh	Apoferritin bind	BLM inh	Glioma ERSR ind	POLH inh	LDHA block	Pol beta inh	POLI inh
1	Cc1ccc(-n2nc3ccc(NC(=O)C(C)C)cc3n2)cc1	1%	-4%[60.1 µM]	-6%	-8%	6%	4%	2	9%	9%
2	CCOC(=O)c1cn2nc(Oc3ccc(C)cc3)ccc2n1	2%	3%	-6%	-1%	6%	-22%	-1	3%	52%[activator]
3	COc1ccc2oc(=O)cc(CN3CCN(C(=O)c4ccccc4Br)CC3)c2c1	x	-10%	-16%	4%	-2%	-16%	12	3%	-1%
4	O=C(NCCc1ccccc1Cl)c1ccc2c(c1)nc1n2CCOC1	x	-1%[60.1 µM]	-23%	1%	-9%	-10%	4	2%	14%
5	CC(=O)OC1=C(C#N)Cn2ccc3cccc1c32	-4%	x	68%[activator]	3%	x	x	x	-2%	x
6	CCOC(=O)N1CCN(C(=O)c2ccc(N(C)S(C)(=O)=O)cc2)CC1	0%	5%	6%	-2%	7%	-5%	-3	0%	-23%
7	C=COC(=O)CSc1nc(-c2cccs2)ccc1C#N	0%	-16%	-5%	-8%	6%	-19%	2	2%	u
8	Cc1ccc(-c2c(C(=O)NCCc3ccc(Cl)cc3)oc(=O)c3ccccc23)cc1	x	-19%	u	-10%	-3%	u	-1	1%	3%
9	Cc1[nH]c(-c2ccc(F)cc2)cc1C(=O)N1CCN(c2ccccc2F)CC1	-15%	-6%	0%	-12%	-5%	-15%	-3	-22%	47%[activator]
10	CCc1nnc2n1N=C(c1ccc(-c3cc(Cl)ccc3Cl)o1)CS2	-1%	-13%	-15%	-1%	-7%	-12%	-3	-17%	-8%
11	CCOC(=O)c1ccc(N2C=C(C(=O)OC)C(c3ccc(OC)c(O)c3)C(C(=O)OC)=C2)cc1	-12%	0%	-2%	-4%	3%	-14%	-8	3%	8%
12	COC(=O)c1cc(NC(=S)Nc2cc(Cl)cc(Cl)c2)cc(C(=O)OC)c1	0%	-4%	-13%	-7%	-2%	u	0	10%	-3%
13	COc1ccccc1NC(=O)C1C2C=CC(C2)C1C(=O)NCc1cccnc1 (stereo not given)	27%	3%	-2%	-1%	-2%	3%	-2	1%	17%
14	O=C(Nc1ccccc1C(=O)OCc1cc(=O)n2c3c(sc2n1)CCCC3)c1cccc(Cl)c1	x	-13%[60.1 µM]	16%	-4%	-1%	-4%	-6	-13%	2%
15	Cc1cnc(NC(=O)C2CCC(C(C)(C)C)CC2)s1 (stereo not given)	83%[activator]	-24%	-8%	-3%	6%	-21%	-6	1%	15%
16	c1ccc2sc(Cc3nnc4n3CCCCC4)nc2c1	-1%	1%	-10%	-1%	2%	-7%	-1	2%	-5%
17	Cn1c(O)c(C=Nc2ccc(Cc3ccncc3)cc2)c(=O)n(C)c1=O	2%	x	-16%	0%	x	x	x	-11%	x
18	Clc1ccc(N2CCOCC2)nn1	3%	-13%	-5%	1%	-1%	-16%	-7	20%	84%[activator]
19	Cc1cc(C)c2cc(CN(CCN(C)C)C(=O)Nc3ccccc3Cl)c(=O)[nH]c2c1	6%	-1%	-9%	-1%	-3%	-23%	-1	18%	18%
20	Cc1cc(-n2c(C)c3c(C)nnc(C)c3c2C)ccc1N	-2%	-7%	-5%	-9%	2%	u	2	14%	u
21	C=CCn1c(SCC(=O)NCc2ccco2)nnc1C1CCCCC1	1%	-5%	x	x	-3%	-17%	-3	x	-7%
22	O=C(CN1CCSCC1)N/N=C/c1ccc(Cl)cc1	5%	x	-10%	-1%	x	x	x	-1%	x
23	CC(C)(C)N(Cc1cc2ccccc2[nH]c1=O)C(=O)c1cccc([N+](=O)[O-])c1	0%	-16%	-9%	-1%	-1%	0%	-1	3%	-14%
24	COCCn1c(-c2ccc(C)cc2)nc2oc3cc(OC)ccc3c(=O)c2c1=O	3%	-1%	5%	-1%	3%	-4%	-8	7%	-18%
25	O=[N+]([O-])c1cccc(-c2nnc(CNC3CC3)o2)c1	-4%	-4%	-3%	-3%	-3%	9%	-3	1%	28%
26	Cc1ccc(CSC2=Nc3ccccc3C3=NC(CCC(=O)NCCc4ccccc4)C(=O)N23)cc1 (stereo not given)	x	-1%[60.1 µM]	u	-4%	-2%	-12%	-4	46%	7%
27	Cc1cccn2c(=O)c3cc(C(=O)NCCc4ccccc4)c(=N)n(CC4CCCO4)c3nc12 (stereo not given)	-14%	5%	39%[activator]	0%	-3%	-6%	-2	5%	33%[activator]
28	Cc1cc(N2CCC(C(=O)NCC3CC3)CC2)nc(-c2ccccc2)n1	6%	-9%	-4%	0%	-5%	-12%	-4	2%	13%
29	CC(C)[C@H](NC(=O)C1(c2ccccc2)CCN(C(=O)OC(C)(C)C)CC1)C(=O)O	3%	-14%	-12%	-2%	-2%	-3%	1	14%	1%
30	C=CCN(CC=C)Cc1nc(N)nc(Nc2ccccc2C)n1	-2%	-12%	-17%	18%	-6%	-14%	-1	-17%	13%
31	O=C(CCC1CCCN(C(=O)c2ccsc2)C1)NCc1ccc(F)c(F)c1 (stereo not given)	18%	6%	-15%	-1%	5%	-7%	-5	9%	121%[activator]
32	CC1CCC(NC(=O)c2cccc(S(=O)(=O)NCc3ccccc3)c2)CC1 (stereo not given)	-16%	-20%	x	x	-1%	-10%	-3	x	20%
33	O=C(NCCCN1CCOCC1)C(=O)N/N=C/c1ccccc1Cl	-5%	-19%	32%[activator]	-2%	2%	-8%	-11	-2%	-9%
34	COc1ccc(N2CCN(C(=O)CSc3nc4ccccc4nc3Cc3ccc(Cl)cc3)CC2)cc1	x	-4%[60.1 µM]	20%	-7%	-6%	-5%	9	7%	-20%
35	CNC(=O)COC(=O)c1ccccc1NC(=O)c1ccco1	-3%	-16%	-2%	0%	-4%	u	-12	16%	25%
36	O=C(O)c1nn(CCOc2c(Cl)cccc2Cl)c(=O)c2ccccc12	28%	0%	-3%	-2%	-2%	-11%	0	0%	11%
37	O=C(N=C1SC2CS(=O)(=O)CC2N1c1ccc(Br)cc1F)C1CC1 (stereo not given)	88%	10%	9%	1%	-6%	-11%	0	2%	14%
38	CCCN1C(=O)/C(=c2\s/c(=C3\C=Cc4ccccc4N3CC)c(=O)n2-c2ccccc2)SC1=S	-2%	x	5%	4%	x	x	x	47%	x
39	Fc1ccc(C2CC(c3ccc(F)cc3)n3ncnc3N2)cc1 (stereo not given)	-1%	2%	-9%	-7%	-2%	-11%	0	1%	0%
40	Nc1ccc(N=Nc2ccccc2Cl)c(N)n1	-9%	-16%	u	-7%	-3%	-10%	2	1%	-12%

# Looked up above.
# compound 22 | Pol beta inh = -1%
# compound 32 | Glioma ERSR ind = -1%

# Next entries
no.	Molecule	APE1 inh	POLK inh	Apoferritin bind	BLM inh	Glioma ERSR ind	POLH inh	LDHA block	Pol beta inh	POLI inh
41	N#CCCCN1C(=O)C(=C(C#N)C#N)c2ccccc21	-3%	-16%	-9%	0%	-1%	5%	6	85%	u
42	Cc1noc(C)c1COC(=O)CCc1ccc(S(=O)(=O)N2CCCCC2)cc1	7%	-14%	-14%	-1%	-1%	-5%	1	3%	4%
43	CC(C)(C)NC(=O)C(=O)NN=C1CCCCCCCCCCC1	2%	-1%	-5%	-3%	0%	2%	0	17%	31%[activator]
44	COC(=O)N(C)c1ccccc1C(=O)N1CCOCC1	15%	7%	-6%	-4%	-2%	-11%	0	50%	7%
45	O=C(c1cc(S(=O)(=O)N2CCOCC2)ccc1F)N1CCc2ccccc21	6%	-22%	x	x	-4%	0%	0	x	-10%
46	Cc1cc(=O)[nH]c(NN=C(CC(C)C)CC(C)C)n1	-7%	-1%	7%	3%	1%	-16%	-1	22%	17%
47	COc1ccc(/C=C(\NC(=O)c2ccccc2)C(=O)N/N=C/c2sccc2C)cc1	1%	-10%	27%	-1%	-3%	-3%	-6	-10%	10%
48	Cc1ccccc1N1CC(C(=O)Nc2ccncc2)CC1=O (stereo not given)	2%	9%	x	x	-2%	-11%	0	x	37%[activator]
49	CCN1CCN(CCCNC(=O)c2ccc3nc(Cc4ccccc4)oc3c2)CC1	x	-4%[60.1 µM]	-5%	-6%	-2%	-15%	0	16%	10%
50	COc1cccc(C(=O)NCC2OCCc3ccccc32)c1 (stereo not given)	x	-14%	-3%	0%	-2%	-4%	-7	19%	-2%
51	CSCCC1NC(=O)N(CC(=O)Nc2c(C(C)C)cccc2C(C)C)C1=O (stereo not given)	14%	-6%	-2%	-2%	-2%	-2%	-8	51%[activator]	33%[activator]
52	O=C(NCCO)Nc1ccc2nsnc2c1	8%	-8%	169%[activator]	-8%	3%	5%	6	24%	5%
53	Cc1cc(C)cc(N2CC(c3nc(-c4ccccc4C)no3)CC2=O)c1 (stereo not given)	x	-2%	119%[activator]	-14%	-5%	-18%	0	2%	-11%
54	CCOC(=O)c1sc2ccccc2c1OC(=O)c1ccccc1OC	-1%	-11%	-12%	-10%	4%	-9%	-1	-5%[57.1 µM]	-27%
55	C=C1C(=O)O[C@@H]2[C@@H]1CC/C(C)=C\CC[C@@]1(C)O[C@H]21	x	-6%[12 µM]	-10%[29.3 µM]	2%	-11%	x	x	x	x
56	Cc1cccc(Cn2cnc3c(nnn3Cc3ccc(Cl)cc3)c2=O)c1	-5%	-7%	-12%	-2%	0%	-13%	-4	20%	1%
57	COc1ccc(C(=O)OCC(=O)NCC2CCCO2)cc1S(=O)(=O)N1CCCc2ccccc21 (stereo not given)	-4%	-3%	-12%	-2%	-1%	-15%	0	2%	83%[activator]
58	O=C(CCCn1c(=O)c2sccc2n(Cc2c(F)cccc2Cl)c1=O)NCc1ccccc1	x	7%	2%	-1%	x	x	-1	-2%	21%
59	CCOC(=O)CCP(=O)(O)C(O)c1ccc(OC)cc1 (stereo not given)	17%	-4%	-6%	-2%	-3%	-10%	-5	26%	-18%

# Complete entries from above. Order of values: APE1 inh, POLK inh, Apoferritin bind, BLM inh, Glioma ERSR ind, POLH inh, LDHA block, Pol beta inh, POLI inh
# Shown for N#CCCCN1C(=O)C(=C(C#N)C#N)c2ccccc21 → -3%, -16%, -9%, 0%, -1%, 5%, 6, 85%, u
# Shown for O=C(NCCCN1CCOCC1)C(=O)N/N=C/c1ccccc1Cl → -5%, -19%, 32%[activator], -2%, 2%, -8%, -11, -2%, -9%
